Screening results: PubChem, National Center for Advancing Translational Sciences (NCATS)
KB-3-1 cytotox: KB-3-1 parental cell cytotoxicity | KB-3-1 viability, CellTiter-Glo ATP luminescence, 72 h | Potency, µM (highest dose often 46.1 µM), without a hit: at the top dose activity change, negative = cytotoxic, hits mostly cytotoxic | 400,000 tested, 1.4% active; also: potency is read from the fitted curve at half-maximal effect; % is scaled to controls: 0 for no effect and ±100 for the full control effect; nearly all actives have a fitted effect of over 60% in size
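72 h, 37 °C compound treatment of KB-3-1 parental cells; CellTiter-Glo added, 10 min, luminescence read. Data corrected against DMSO-only plates and normalized before curve fitting.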
HT1080 IDH1KD tx: toxicity to HT-1080 IDH1 knockdown cells (counter line) | HT-1080 IDH1 knockdown viability, ATP luminescence, 48 h | Potency, µM (highest dose often 46.1 µM), for inactives: at the top dose activity, negative = toxicity, usual class: cytotoxic | 360,000 tested, 2% active | AID 686971;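 also: potency is read from the fitted curve at half-maximal effect; 0% = DMSO wells and -100% = cell-free medium wells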
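Knockdown cells (IDH1KD HT-1080) received compounds 2 h after plating at 750 cells/well and were kept 48 h at 37 °C in 5% FBS RPMI. A CellTiter-Glo luminescence read gave % activity for curve fitting.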
SW480 rereplic: inducers of DNA re-replication in SW480 colon cancer cells | SW480 DNA re-replication, Hoechst DNA content imaging, 48 h | Potency, µM (titrated, usually from 46.1 µM), without a hit: at the highest dose re-replication activation, actives largely listed as activators | 340,000 tested, 1.8% active | AID 624297; also: potency is read from the fitted curve at half-maximal effect; % of control where 0% means no effect; nearly all actives have a fitted effect of over 55% in size
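First, 250 cells per well were seeded. Next, compound or vehicle (23 nL) was pinned in, plates sat 48 hr at 37 C. Finally Hoechst was added for 40 min before fluorescence scanning.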
MCF10A rerep: inducers of DNA re-replication in MCF 10A breast cells | MCF 10A DNA re-replication, Hoechst nuclear intensity, 48 h | Potency, µM (doses to about 46.1 µM), for inactives: top-dose activity, positive = re-replication, actives largely listed as activators | 350,000 tested, 2.9% active | AID 624296; also: potency is read from the fitted curve at half-maximal effect; % of control where 0% means no effect; nearly all actives have a fitted effect of over 50% in size
S2 tox: viability counter-screen for ATXN expression inhibitors. Potency, µM (doses to about 56.7 µM), actives largely listed as cytotoxic. 400,000 tested, 0.49% active. S2 cells (HEK-293 line with an ATXN2-luciferase reporter) viability, CellTiter-Fluor protease fluorescence, 24 h; also: potency is read from the fitted curve at half-maximal effect; nearly all actives have a fitted effect of over 40% in size
KB-V1 MDR tox: KB-V1 MDR subline cytotoxicity | KB-V1 MDR cells viability, CellTiter-Glo, 72 h | Potency, µM (top dose mostly 46.1 µM), for inactives: at the highest dose activity change, negative = cytotoxicity, usual class: cytotoxic | 400,000 tested, 3.4% active | AID 1347076; also: potency is read from the fitted curve at half-maximal effect; % is scaled to controls: 0 for no effect and ±100 for the full control effect; nearly all actives have a fitted effect of over 60% in size
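KB-V1 cells (P-gp-expressing MDR subline of KB-3-1) in phenol-red-free DMEM with 10% FBS were exposed to library compounds over a concentration series for 72 h at 37 degrees C. Viability read by CellTiter-Glo luminescence; concentration-effect curves fitted after normalization.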
ATXN2 expr inh: reduces ATXN2 reporter expression in HEK-293 cells. HEK-293 ATXN2-luciferase reporter, luminescence, 24 h. Potency, µM (titrated, usually from 57 µM), for the others: at the top dose activity change, negative = inhibition, most hits filed as inhibitors. 360,000 tested, 0.72% active. AID 1745845; also: potency is read from the fitted curve at half-maximal effect; % is scaled to controls: 0 for no effect and ±100 for the full control effect; nearly all actives have a fitted effect of over 55% in size
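qHTS (up to 57 uM final) was run with 24 h compound exposure of reporter cells at 37 °C. Each well was multiplexed: SteadyGlo luminescence measured ATXN2-luciferase expression after a fluorogenic Gly-Phe-AFC viability readout (25 uM final).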
IL-1B inflam inh: inflammasome signaling inhibition, IL-1 beta readout; THP-1 LPS/ATP IL-1B secretion, AlphaLISA, 16 h; active compounds read low; activity change, % at 57.5 µM; 360,000 tested, 4.7% active; AID 743279; in the data active = activity change below about -50%; inconclusive = mostly about -30% to -49%; also: % is scaled to controls: 0 for no effect and ±100 for the full control effect
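THP-1 cells pretreated 1 hr with compounds (up to 57.5 uM final), then stimulated with LPS (250 ng/mL final) plus ATP (1.25 mM final); secreted IL-1B measured by AlphaLISA after 16 hr, decreased signal indicating inhibition.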
HT1080NT lethal: kills 2HG-producing HT-1080-NT fibrosarcoma cells. HT-1080-NT fibrosarcoma viability, CellTiter-Glo ATP luminescence, 48 h. Potency, µM (doses to about 46.1 µM), for the others: at the top dose activity, negative = less viability, usual class: cytotoxic. 360,000 tested, 1.6% active. AID 686970;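 also: NT is the 2HG producing partner of a matched IDH1 knockdown line; potency is read from the fitted curve at half-maximal effect; 0% = DMSO-treated cells and -100% = media-only wells without cells; nearly all actives have a fitted effect of over 55% in size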
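Compounds were tested in concentration-response format on HT-1080-NT cells for 48 hours at 37 degrees C. Cell viability came from CellTiter-Glo luminescence; curves were classified by r2, response magnitude and activity.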
Numbers without * were called inactive; i = inactive; ? = inconclusive; · = not tested or not shown; & = joins results of further samples; [ ] = another dose, or the depositor's remark. Unless noted, calls follow the shape of the dose curve; as a rule, active = well fitted curve in the direction sought with a large enough effect; inconclusive = small, poorly fitted or top-dose-only effect, or another doubt; inactive = no such curve, though single readings can be large; an effect the other way counts as inactive or inconclusive.

Molecule,KB-3-1 cytotox,HT1080 IDH1KD tx,SW480 rereplic,MCF10A rerep,S2 tox,KB-V1 MDR tox,ATXN2 expr inh,IL-1B inflam inh,HT1080NT lethal
O=C(O)CCc1nn2cnc3sc4c(c3c2nc1=O)CCCC4,-1%,-7%,0%,20%,i,-15%,-7%,-3,11%
CC(=O)Nc1ccc(NC(=O)c2ccc(-c3ccc([N+](=O)[O-])cc3)o2)cc1,29%,9%,-4%,-17%,i,4%,12%,-27,4%
O=C(CCNS(=O)(=O)c1ccc2c(c1)CCC(=O)N2)Nc1ccc(F)c(F)c1,0%,0%,?,14%,i,13%,-4%,19,8%
O=c1c2c3c(sc2nnn1Cc1ccc(Br)cc1)CCCC3,7%,·,·,·,i,-24%,5%,·,·
CN1CCOCCOCCOCCN(C)C1=S,-12%,-2%,-3%,0%,i,-2%,-23%,-6,-6%
CC(C)c1noc2ncc(C(=O)c3cc(Cl)cc(Cl)c3O)cc12,?,1%,?,?,?,16µM*,-21%,12,1%
O=C(COC(=O)c1ccco1)NC1CCCC1,-3%,-5%,2%,-7%,i,13%,0%,16,-12%
CCCCNC(=O)c1onc(CSc2cc(C)cc(C)c2)c1C(=O)NCCCC,3%,8%,-28%[9.22 µM],-17%,i,-13%,-3%,-2,4%
O=C(COC(=O)Cc1ccsc1)Nc1ccccc1Cl,3%,17%,-4%,-2%,?,1%,6%,25,9%
CCc1noc(C)c1C(=O)OCC(=O)NCc1ccccc1,1%,3%,1%,-3%,i,22%,·,15,2%
Cn1c(=NC(=O)COc2ccccc2)sc2cc(F)cc(F)c21,0%,13%,-5%,?,i,-3%,12%,-1,9%
CC(=O)Nc1cc(-c2cccc(C(=O)N(C)C)c2)cn2c(-c3ccccc3)cnc12,0%,-18%,·,·,i,1%,2%,-11,-30%
COc1ccc(C(=O)c2ccc([N+](=O)[O-])cc2)c(OC)c1OC,-9%,6%,-1%,0%,i,0%,-1%,10,-1%
CCOc1ccccc1OCC(=O)NC1CCSc2ccccc21 (configuration not stated),-8%,-1%,·,·,i,?,·,41,0%
CCC12CN(C(=O)c3ccc([N+](=O)[O-])cc3)CC(CC)(CN(C(=O)c3ccc([N+](=O)[O-])cc3)C1)C2=O,-2%,3%,-4%,-3%,i,-3%,·,28,7%
O=C(Cc1ccccc1)Nc1ccc(NC(=O)C2CCCCC2)nc1,13%,0%,-3%,3%,?,0%,-16%[11.3 µM],-7,10%
COC(=O)C(C(=O)OC)c1ccc(NC(=O)c2cccc(Cl)c2)cc1,6%,15%,-8%,-3%,i,-13%,1%,-23,-7%
COC(=O)c1ccc2nc(-c3ccc(F)cc3)c(Cc3cccc(F)c3)n2c1,?,12%,·,·,i,?,17%,0,1%
COc1ccc(N(CC(=O)NC2CCCC2)S(=O)(=O)c2c(C)[nH]c(=O)[nH]c2=O)cc1,0%,-5%,-2%,18%,i,0%,-13%,6,-7%
O=C(O)c1nn(Cc2ncc(-c3cccc(Cl)c3)o2)c(=O)c2ccccc12,-6%,1%,?,-12%,i,13%,11%,8,7%
O=C(N/N=C/c1cc(Cl)ccc1O)c1cccnc1,?,?,1.3µM*,?,i,-29%,?,234,?
CC1=C(C(=O)N(C(C)C)C(C)C)CC(CC(=O)NC2CCCC2)C(=O)N1Cc1ccc(C(C)(C)C)cc1 (configuration not stated),-4%,?,·,·,?,0%,?,-68*,?
Cc1cc(C)cc(C(=O)NC(CC(N)=O)c2ccc(NC3CCCC3)c([N+](=O)[O-])c2)c1 (configuration not stated),-4%,2%,0%,-18%,i,-4%,0%,-5,3%
CC(=O)c1cccc(CN2CCC(C(=O)Nc3ccc(-c4cccc(C)c4)cc3)CC2)c1,?,21µM*,?,?,?,8%,?,-62*,?
O=[N+]([O-])c1ccc2n[nH]nc2c1,?,-1%,-3%[9.22 µM],-8%,i,1%&0%,-5%,46,0%
CN1CCN(/C=C(\C#N)S(=O)(=O)c2ccc(Cl)cc2)CC1,21%,-1%,-15%,-8%,i,2%,9%,-1,-14%
O=C(CSc1cccc[n+]1[O-])c1cc(Cl)ccc1Cl,-1%,2.3µM*,?,-3%,·,-6%,-15%,21,-25%
OCCn1c(-c2ccc(F)cc2)csc1=Nc1ccccc1,?,-9%,0%,?,i,-18%,20%,-53*,-3%
CCC(=O)c1ccc(OCC(=O)OCC(=O)N2CCc3ccccc3C2)cc1,-4%,-11%,1%,-3%,?,?,-18%,60,-6%
COc1ccc(-c2nc(N)ncc2-c2ccc(Cl)cc2)c(O)c1,?,-7%,7%,?,i,-17%,-7%,-11,-9%
CCN(CC)S(=O)(=O)c1cc(NS(=O)(=O)c2cc(Cl)ccc2Cl)ccc1C,?,-5%,-4%,?,i,?,-6%,8,0%
CC(=O)Oc1cccc(C(=O)Nc2c[nH]c(=O)[nH]c2=O)c1,-22%,0%,1%,4%,?,-4%,-34%,-6,3%
CN(CCOc1ccc(Cl)cc1)C(=O)c1cccc(S(=O)(=O)N2CCN(Cc3ccccc3)CC2)c1,?,?,-1%,13%,?,-11%,·,?,?
O=C(Nc1nsc(-c2ccccc2)n1)c1ccc(F)cc1,7%,8%,4%,15%,i,10%,35%[activator],-17,-1%
COC(=O)C1=C(O)/C(=C\c2sccc2C)N=C1C,12%,3%,-4%,-2%,i,20%,6%,6,0%
Cc1[nH]n(-c2ccccc2)c(=O)c1N=Nc1ccccc1C(=O)N1CCOCC1,?,-6%,-6%,-2%,?,?,-27%,28,-4%
Cc1cccc(N2CCN(C(=O)c3cnc(N4CCCC4)nc3C)CC2)c1C,-7%,·,·,·,?,19%,-32%,·,·
COc1ccc(CNC(N)=O)cc1,4%,12%,3%,-4%,i,3%,-9%,-5,2%
Cc1cc(OCC(=O)NC(C)c2ccccc2)ccc1[N+](=O)[O-] (configuration not stated),-13%,?,-19%,17%,i,-29%,?,-7,-5%
Cc1cccc(C)c1NC(=O)CNCC(=O)Nc1c(C)cccc1C,0%,2%,0%,-18%,i,-7%,0%,19,-11%
COc1ccc(S(=O)(=O)Nc2ccc(OCC(=O)O)cc2)c2ccccc12,-19%,20%,1%,0%,i,?,-9%,10,13%
O=C(COc1ccccc1)NCCS(=O)(=O)N1CCN(c2ccccc2)CC1,6%,2%,-4%,-3%,i,-23%,-2%,-14,10%
O=C(NCCCn1ccnc1)Nc1cccc2ccccc12,9%,15%,-6%,6%,i,0%,0%,8,18%
COc1ccc(-c2cc(C(=O)OC3CCOC3=O)c3ccccc3n2)cc1OC (configuration not stated),-2%,11%,-8%,-6%,i,20%,-11%,1,6%
CCC(=O)N1CCN(c2ccccc2NC(=S)NC(=O)c2cccc([N+](=O)[O-])c2)CC1,3%,-13%,4%,-2%,i,?,·,60,-21%
Cc1ccc(Cl)cc1N1CCN(C(=O)c2ccc3c(c2)N(Cc2ccccc2F)C(=O)c2ccccc2S3=O)CC1 (configuration not stated),3%,·,·,·,i,5%,6%,·,·
CCNS(=O)(=O)c1ccc(NC(=O)Cn2nc(C(F)(F)F)cc2C)cc1,-11%,0%,1%,-4%,i,-2%,15%,7,-2%
COc1ccc2cc(C(=O)/C=C/c3cc(OC)c(O)c(OC)c3)ccc2c1,?,16µM*,?,9.2µM*,?,-30%,-14%,-98*,21µM*
O=C(O)c1ccc(-c2ccccn2)s1,-6%,25%,-47%[inhibitor],8%,i,0%,24%,0,?
COC(=O)[C@]12CCCCC=C1N(Cc1ccc(Cl)cc1Cl)C(=O)[C@H](CC(=O)N1CCN(C(=O)C3CC3)CC1)C2,-13%,-29%,·,·,·,11%,0%,-16,?

Continued:
Molecule,KB-3-1 cytotox,HT1080 IDH1KD tx,SW480 rereplic,MCF10A rerep,S2 tox,KB-V1 MDR tox,ATXN2 expr inh,IL-1B inflam inh,HT1080NT lethal
COc1ccc(Cl)cc1NC(=O)c1nnn(CC(=O)Nc2ccc(OC)c(OC)c2)c1N,-2%,13%,3%,0%,i,20%,·,-2,13%
S=c1[nH]nc(Cn2cnc3ccccc32)n1-c1ccccc1,12%,11%,-6%,-2%,i,0%,-4%,20,7%
O=C(CN(C1CCCCC1)S(=O)(=O)c1ccc(F)cc1)Nc1ccc2c(c1)OCO2,?,4%,?,-126%[0.0737 µM],i,-21%,3%,0,-2%
O=C(O)CCC(=O)NNC(=O)CCC(=O)Nc1ccccc1,12%,-9%,0%,-2%,i,0%,0%,-10,2%
COC(=O)c1sc(S(=O)(=O)N2CCC(C(=O)O)CC2)c(C(=O)OC)c1C,2%,14%,?,429%[0.0737 µM],i,?,8%,?,9%
COC(=O)[C@@]12C[C@@H](CC(=O)N3CCN(C(=O)C4CC4)CC3)C(=O)N(Cc3ccco3)C1=CCC(C)(C)C2,12%,3%,·,·,·,-14%,·,1,19%
N#CC(C#N)=CN=c1ccn(Cc2ccc(Cl)cc2Cl)cc1,16µM*,?,11%,4%,?,25%,·,-9,?
Cc1cnc(C(=O)NC(Cc2ccccc2)c2ccccc2)cn1 (configuration not stated),17%,-1%,-11%,1%,i,6%,22%,50,-19%
O=C(Nc1nc(-c2ccc3c(c2)OCO3)cs1)c1ccncc1,2.9µM*,?,-6%,?,i,2.6µM*,?,39,0%
Cn1c(C2CCCN2C(=O)OC(C)(C)C)n[nH]c1=S (configuration not stated),-14%,-14%,0%[9.22 µM],?,i,0%,-3%,0,0%
O=C(Nc1ccccc1)C(=O)Nc1ccc2c(c1)N(C(=O)C1CC1)CCC2,23µM*,?,?,?,i,?,19%,-12,?
